CSN inh = inhibitors of CSN-mediated cullin deneddylation, primary screen, biochemical, fluorescence polarization, uHTS | COP9 signalosome complex subunit 5 (Homo sapiens), Q92905 | Purified CSN, SCF-Nedd8-OG deneddylation | inhibition, % at 12.5 µM | hit rate 0.38% among 360,000;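 active = pattern-corrected inhibition above about 35%, with an unprinted fluorescence ratio check between 0.5 and 1.5, limit read from the data, passing the limit was not always enough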;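 note: 0% = enzyme with substrate and 100% = substrate without enzyme; some results filed as inactive read as strong as hits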
Target sequence (Q92905 whole entry, looked up, one chain of several): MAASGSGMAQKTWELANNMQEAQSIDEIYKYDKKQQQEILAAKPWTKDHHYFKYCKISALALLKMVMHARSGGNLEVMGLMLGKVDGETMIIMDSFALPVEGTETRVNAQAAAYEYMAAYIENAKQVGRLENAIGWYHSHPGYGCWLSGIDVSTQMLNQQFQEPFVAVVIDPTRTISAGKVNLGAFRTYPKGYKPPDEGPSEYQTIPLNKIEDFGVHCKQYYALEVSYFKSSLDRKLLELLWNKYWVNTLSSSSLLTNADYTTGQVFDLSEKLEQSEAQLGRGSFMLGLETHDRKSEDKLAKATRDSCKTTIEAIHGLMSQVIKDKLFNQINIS
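assay system = purified human Csn5 enzyme expressed in HEK293T cells | amount = 0.24 nM enzyme | buffer or medium = Tris/NaCl/DTT buffer, pH 7.5 | reagent = 10 nM SCFSkp2-Nedd8OG | compound = one concentration, 12.5 µM, 0.25% DMSO | times = 90 min reaction at room temperature | signal = FP | read-out basis = % inhibition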
FAS-TE inh = FAS thioesterase domain inhibitors, primary screen, biochemical, fluorescence intensity, uHTS. Fatty acid synthase (Homo sapiens), P49327. recombinant FAS-TE, OMFH fluorogenic substrate, fluorescence endpoint. inhibition, % at 15 µM. hit rate 0.67% among 360,000. AID 602261, 2012;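 active = compounds whose normalised, plate-corrected inhibition of enzyme fluorescence in the single-dose primary screen is 50% or more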;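 note: 0% = DMSO with enzyme and 100% = substrate without enzyme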
MT1-MMP act inh = blockers of MT1-MMP proenzyme processing, primary screen, HT1080 RFP-PRO-GFP cells, GFP/RFP fluorescence; GFP/RFP ratio fluorescence, overnight; percent of plate control window, DMSO zero; Matrix metalloproteinase-14 (Homo sapiens), P50281; GFP/RFP ratio change, % at 20 µM; AID 651647, 2012; hit rate 0.061% among 360,000;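 active = GFP/RFP ratio change of at least 30% with cell ATP level not reduced by more than half and red fluorescence within 50% of control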; note: strong numbers were not always called active
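Assay system – RFP-PRO-GFP reporter HT1080 cells · Compound dosing – single dose of 20 µM compound, 1% DMSO final · Incubation – overnight compound exposure at 37 °C · Measure – GFP/RFP fluorescence ratio · Benchmarks – DMSO wells and RFP-L50D-GFP cells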
PABP1 MLLE inh = inhibitors of PABP1 MLLE–PAM2 peptide binding, primary screen, biochemical, fluorescence polarization, FITC-PAM2, GST-MLLE; inhibition, % at 20 µM; AID 588489, 2011; hit rate 0.36% among 360,000; Polyadenylate-binding protein 1 (Homo sapiens), P11940; in the data active = inhibition above about 35%, passing the limit was not always enough;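 note: plate controls were DMSO wells with GST-MLLE for no effect and wells lacking GST-MLLE protein for full effect; some results filed as inactive read as strong as hits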
Target sequence (P11940 whole entry, looked up): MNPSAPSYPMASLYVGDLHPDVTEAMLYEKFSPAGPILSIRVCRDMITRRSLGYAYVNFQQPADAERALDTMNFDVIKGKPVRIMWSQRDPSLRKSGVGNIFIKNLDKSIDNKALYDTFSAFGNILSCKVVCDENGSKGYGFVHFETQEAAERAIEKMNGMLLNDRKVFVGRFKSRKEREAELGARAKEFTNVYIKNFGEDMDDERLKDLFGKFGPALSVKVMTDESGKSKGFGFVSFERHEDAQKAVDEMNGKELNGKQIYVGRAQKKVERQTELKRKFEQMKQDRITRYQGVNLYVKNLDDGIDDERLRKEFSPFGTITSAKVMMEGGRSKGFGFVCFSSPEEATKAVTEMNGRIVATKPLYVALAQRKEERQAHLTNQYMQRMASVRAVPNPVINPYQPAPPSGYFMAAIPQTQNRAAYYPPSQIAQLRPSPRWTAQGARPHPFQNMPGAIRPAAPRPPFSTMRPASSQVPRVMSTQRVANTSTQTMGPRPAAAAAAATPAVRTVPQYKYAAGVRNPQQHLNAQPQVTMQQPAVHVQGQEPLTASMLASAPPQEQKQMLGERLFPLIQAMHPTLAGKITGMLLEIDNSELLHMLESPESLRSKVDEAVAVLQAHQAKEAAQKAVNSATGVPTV
E coli Lon inh = inhibitors of E. coli Lon protease, primary screen, biochemical, fluorescence polarization. P0A9M0. purified E. coli Lon protease. inhibition, % at 7.94 µM. hit rate 0.42% among 360,000. AID 602123, 2011; in the data active = inhibition above about 13%, passing the limit was not always enough;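 note: 0% = enzyme with probe and DMSO and 100% = no enzyme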
Rpn11 block = Rpn11 (PSMD14) deubiquitinase inhibitors, primary screen, biochemical, fluorescence polarization, uHTS. human 26S proteasome, Ub4-pepOG fluorescence polarization; 20S core pre-blocked with epoxomicin. calls only at 20 µM. hit rate 0.59% among 360,000. AID 588493, 2011;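 active = inhibition at 20 µM, scaled to each plate's controls, above about 33%, limit read from the data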
Rin1-Abl PPI inh = inhibitors of Rin1-Abl protein binding, primary screen, biochemical, TR-FRET; inhibition, % at 7.35 µM; AID 588664, 2011; hit rate 0.4% among 360,000; in the data active = inhibition above about 5%, passing the limit was not always enough
MsrA inh = bovine MsrA enzyme inhibitors, primary screen, biochemical, absorbance, HTS | purified bovine MsrA, absorbance read-out | inhibition, % at 15.5 µM | hit rate 0.75% among 360,000; in the data active = inhibition above about 4.5%;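 note: 0% = vehicle wells with enzyme and 100% = reference inhibitor wells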
bovine MsrA act = bovine MsrA enzyme activators, primary screen, biochemical, absorbance, HTS; purified bovine MsrA, absorbance read-out; activation, % at 10.6 µM; hit rate 0.3% among 360,000; AID 602163, 2012; in the data active = activation above about 7.5%;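 note: 0% = vehicle and 100% = reference activator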
* marks the source's active call; other numbers are inactive results; i = inactive; . = not tested or not shown.

SMILES	CSN inh	FAS-TE inh	MT1-MMP act inh	PABP1 MLLE inh	E coli Lon inh	Rpn11 block	Rin1-Abl PPI inh	MsrA inh	bovine MsrA act
CCC1CCCCN1C(=O)CCS(=O)(=O)c1ccc2c(c1)CCN2C(C)=O (stereo not given)	-6.1	-5.8	0.2	11.8	3.5	i	2.9	-0.7	-4.5
CCn1nnc(-c2ccccc2NS(=O)(=O)c2ccc(S(=O)(=O)N3CCCCCC3)cc2)n1	1.8	28.3	-2.0	12.3	-8.1	i	1.2	-0.4	-1.8
O=C(CCCCn1c(=O)[nH]c2ccsc2c1=O)NCCc1ccccc1	-3.5	-4.0	2.1	-4.2	-3.1	i	0.2	-1.7	-4.2
CN(CCc1ccccn1)C(=S)NC(=O)c1ccco1	2.0	-16.6	4.2	36.4	-2.5	i	2.0	0.2	-1.9
CCOC(=O)N1CCc2c(sc3nc4n(c(=O)c23)N=C(c2ccc(OC)cc2)CS4)C1	0.6	1.5	3.2	-4.0	-4.4	i	0.4	0.6	-1.3
O=C(COC(=O)CCNS(=O)(=O)c1ccccc1)NC(=O)c1ccccc1	-2.9	-5.1	0.6	-25.1	-10.5	i	2.2	-0.2	-2.5
O=C(Nc1cc(S(=O)(=O)N2CCOCC2)ccc1N1CCCC1)c1cccnc1Cl	-3.9	-4.0	2.2	10.6	-3.2	i	-1.5	-0.1	-7.9
Cc1ccccc1NC(=O)Cc1cn(C)c2ccccc12	3.4	-5.9	3.8	-4.2	-10.5	i	7.4	-1.5	-2.1
CCn1c(C)c(C(C)=O)c(N2CCCC2)nc1=S	1.4	-9.5	-5.7	6.3	4.9	i	3.4	-1.1	-11.9
O=C(Nc1ccc(C2SCCS2)cc1)c1ccccc1	2.9	2.5	2.7	1.6	-4.2	i	-3.8	-0.5	-0.7
CC(C)C[C@H]1CNC(=O)C(=O)N1C[C@H]1CCCN1C[C@H](Cc1ccc(O)cc1)N1C[C@H](CC(C)C)N(CC2CCCCCC2)C(=O)C1=O	11.8	4.7	-1.2	.	-11.3	.	.	-0.6	0.1
COCCNC(=O)c1ccc(Cn2c(=S)[nH]c3cc4c(cc3c2=O)OCO4)cc1	0.2	-4.6	-4.2	-46.2	-8.0	i	1.7	2.4	-4.7
CCOc1ccc(Nc2nc(Cc3nnc(SCC(=O)NCC4CCCO4)n3C)cs2)cc1 (stereo not given)	1.9	-1.7	2.1	-74.1	10.5	i	0.5	2.0	0.8
O=c1[nH]c(-c2ccc(Cl)cc2)nc(=S)[nH]1	3.8	-5.2	2.7	22.2	1.6	i	4.2	0.4	4.2
CCOc1ncccc1C(=O)OCC(=O)c1cccc(Br)c1	-1.4	12.8	14.9	4.9	10.6	i	3.5	-0.4	-2.7
O=C(O)CCCn1cc(NC(=O)COc2ccccc2F)cn1	-0.5	-1.9	0.4	-13.9	-0.4	i	3.6	0.2	0.3
CCOC(=O)C1=C(C)NC2=C(C(=O)CCC2)C1c1cn(Cc2ccc(Cl)cc2Cl)nc1-c1ccccc1 (stereo not given)	2.4	29.4	-6.7	-12.6	-6.5	i	-0.4	4.7*	1.1
O=C(NCCCNC(=O)c1cnccn1)c1ccc(Cl)cc1	2.4	-5.9	2.8	3.3	-11.2	i	1.9	-1.8	-3.9
COc1ccc(/C(C)=N/Nc2ccccc2Cl)c(O)c1	14.8	27.1	-1.8	35.1	0.2	i	1.7	0.1	-2.1
Cc1cc(C(=O)CSc2nncs2)c(C)n1-c1c(C)n(C)n(-c2ccccc2)c1=O	-0.1	-5.2	-4.6	17.2	-9.3	i	-0.1	1.8	-1.0
N#Cc1c(NC(=O)CSc2nnnn2C2CCCC2)sc2c1CCCC2	2.4	-9.2	-1.7	9.8	-5.0	i	3.2	-0.3	-4.5
CC(=O)CSc1nc(N)c(C#N)c(-c2cccs2)c1C#N	-3.6	0.1	-4.6	-5.9	-2.1	i	1.1	1.8	-2.6
O=C(CCS(=O)(=O)c1ccc(Cl)cc1)N1CCN(c2ccc(F)cc2)CC1	-6.0	7.0	8.7	0.8	-13.9	i	-2.2	-0.6	-9.2
CN(Cc1ccccc1)C(=O)COC(=O)c1ccc(Cl)cc1N	-0.2	9.3	-4.6	1.8	-9.2	i	3.8	1.1	-4.1
O=C(N/N=C\c1ccc(Cl)cc1)C1=NOC2COC3(CCN(c4ccc([N+](=O)[O-])cc4)CC3)OCC12 (stereo not given)	-4.6	68.8*	10.6	5.0	0.6	i	-1.0	1.6	-3.7
COCc1c(C(=O)OCC(=O)Nc2ccc(OC(F)F)cc2)oc2ccccc12	-0.3	15.7	-2.7	17.6	-0.3	i	0.9	-0.8	-1.0
CCC(C)CCN1CCN=C1N(C)C (stereo not given)	3.5	-10.5	-3.5	15.0	-2.4	i	2.2	0.4	-6.9
O=C(Cc1ccc(Br)cc1)N1CCc2ccccc2C1	0.9	15.6	1.4	-7.3	-5.0	i	1.2	-0.8	-2.7
CC1CN(CC(=O)Nc2ccc(S(N)(=O)=O)cc2)CC(C)O1 (stereo not given)	-0.2	-2.5	-2.6	2.8	6.8	i	-2.5	.	-4.8
N#CCc1c(C#N)c(N)nc(N2CCCC(O)C2)c1C#N (stereo not given)	-3.4	-4.2	0.4	7.3	5.2	i	0.5	2.7	-2.5

Structural class: the compounds so far with a thiophene ring, fused or not.
SMILES	CSN inh	FAS-TE inh	MT1-MMP act inh	PABP1 MLLE inh	E coli Lon inh	Rpn11 block	Rin1-Abl PPI inh	MsrA inh	bovine MsrA act
O=C(CCCCn1c(=O)[nH]c2ccsc2c1=O)NCCc1ccccc1	-3.5	-4.0	2.1	-4.2	-3.1	i	0.2	-1.7	-4.2
CCOC(=O)N1CCc2c(sc3nc4n(c(=O)c23)N=C(c2ccc(OC)cc2)CS4)C1	0.6	1.5	3.2	-4.0	-4.4	i	0.4	0.6	-1.3
N#Cc1c(NC(=O)CSc2nnnn2C2CCCC2)sc2c1CCCC2	2.4	-9.2	-1.7	9.8	-5.0	i	3.2	-0.3	-4.5
CC(=O)CSc1nc(N)c(C#N)c(-c2cccs2)c1C#N	-3.6	0.1	-4.6	-5.9	-2.1	i	1.1	1.8	-2.6

Remaining list, next part
SMILES	CSN inh	FAS-TE inh	MT1-MMP act inh	PABP1 MLLE inh	E coli Lon inh	Rpn11 block	Rin1-Abl PPI inh	MsrA inh	bovine MsrA act
CCNC(=O)NC(=O)C(C)OC(=O)c1oc2ccc(OC)cc2c1C (stereo not given)	3.6	-6.2	4.2	-6.5	-7.6	i	-6.4	0.1	-3.7
CC(=O)N1N=C(c2ccncc2)OC1(Cc1ccccc1)Cc1ccccc1	3.3	4.7	-5.9	-2.5	9.1	i	-7.6	11.8*	-5.5
CCOC(=O)[C@@H]1[C@H]2COc3ccc(Br)cc3[C@H]2N2C(=O)N(c3ccc(F)cc3)C(=O)[C@]12C	-2.7	20.9	-1.4	3.5	16.3	i	0.8	-0.7	-8.2
CCCNC(=O)c1ccc(C2SCC(=O)N2CCc2ccccc2)cc1 (stereo not given)	0.2	-9.2	-3.6	12.3	-19.0	i	-1.1	-1.5	-2.6
N#Cc1c2c(c(NCCN3CCOCC3)n3c1nc1ccccc13)CCCC2	-8.6	-3.5	-4.4	5.3	2.4	i	0.2	1.3	-0.6
COc1cc(/C=N/NC(=O)c2ccc3c(c2)OCO3)ccc1O	3.9	-5.3	0.4	0.7	-10.9	i	-3.5	6.3*	-3.8
CC1=CC2=NC(=O)/C(=C\c3cccn3CCOc3cc(C)ccc3C)C(=N)N2O1	1.7	27.4	-5.9	2.8	2.7	i	-2.1	0.3	-6.6
COc1ccc(NS(=O)(=O)c2cn(C)cn2)cc1	0.2	-6.7	-1.4	-7.1	19.9	i	-4.3	1.1	-5.5
CCOc1ccc(NS(=O)(=O)c2ccc(C)c(C(N)=O)c2)cc1	8.1	-6.7	0.7	-0.1	-5.2	i	-1.6	1.3	-0.6
COc1ccc(CNC(=O)COC(=O)CN2C(=O)C3CCCCC3C2=O)cc1 (stereo not given)	-3.5	-7.0	-2.4	16.8	-12.2	i	-5.1	-0.2	-3.1
O=C(Nc1cccc(OC(F)(F)F)c1)[C@@H]1O[C@H](CO)[C@H](O)[C@H](O)[C@H]1O	-4.7	-1.5	0.4	15.2	-20.4	i	-3.2	0.5	-1.1
Cc1ccc(F)cc1C(=O)N1CCCC1(C)C(=O)NCC(C)C (stereo not given)	3.8	-7.7	1.3	1.3	-5.0	i	-2.1	0.0	-1.9
N=c1c(C(=O)NC2CCCC2)cc2c(=O)n3ccccc3nc2n1CCN1CCOCC1	-4.3	-9.1	5.6	-10.3	3.3	i	-1.1	0.1	-10.9
COC(=O)c1ccc(NC(=O)CSc2nc3[nH]ncc3c(=O)[nH]2)cc1	4.3	-8.4	1.3	-18.2	1.6	i	0.4	0.8	-1.3
O=C(CNc1cccc(C(F)(F)F)c1)N/N=C/c1cccc(Br)c1	-3.7	28.4	1.3	13.0	2.8	i	1.3	-0.2	-3.2
CC1(C)C(Cl)C(=O)C(C(=O)c2ccccc2)C(=O)C1Cl (stereo not given)	0.9	-5.4	0.6	-2.5	0.2	i	0.2	1.1	-1.8
CC(C)(C)C1CCc2sc(-c3nnc(CCl)o3)cc2C1 (stereo not given)	-1.5	11.8	0.5	5.2	-11.8	i	-1.1	0.5	0.2
Cc1ccc2nc(-c3ccncc3)cc(C(=O)Nc3ccc(F)cc3C)c2c1	2.2	0.1	1.8	6.2	-14.6	i	2.2	0.9	-1.6
CCn1cc(/C=C2\SC(=O)N(CC(=O)Nc3ccc4c(c3)OCO4)C2=O)c2ccccc21	5.5	-11.2	1.1	-9.5	-5.6	i	-0.2	0.2	0.0
Cc1ccsc1/C=N/NC(=O)Nc1ccccc1	-1.9	-1.5	-1.5	5.6	-1.6	i	3.3	1.7	-4.1
O=C(O)[C@@H]1CCCN1c1ncnc2sc3c(c12)CCC3	-1.6	-4.0	4.2	1.6	-8.0	i	-1.8	-1.0	-4.3
Clc1cccc(C2=NOC(c3nnc(-c4ccccc4)o3)C2)c1 (stereo not given)	2.7	12.6	0.1	3.2	0.0	i	1.6	-0.4	-4.8
C=CCN(CC=C)C(=O)C[n+]1ccc(C(N)=O)cc1	1.2	-5.0	0.5	-9.2	-0.1	i	-1.5	-0.4	-2.0
CCNC(=S)N/N=C/c1ccc(OCC(=O)Nc2ccc(C)cc2)cc1	0.4	-2.9	-10.4	27.2	2.8	i	-0.1	.	-2.5
Cc1cccc(C(=O)NC(=S)Nc2ccc(S(=O)(=O)N3CCN(C)CC3)cc2)c1	-1.6	5.6	6.8	30.4	6.5	i	-0.2	0.1	-0.9
O=C(N/N=C1/CC2C=CCC12)c1ccc(Br)o1 (stereo not given)	3.4	-8.6	-1.7	1.3	8.8	i	0.2	1.0	-5.0

Arranged by the number under CSN inh (rising): 3 of the compounds above.
SMILES | CSN inh
C=CCN(CC=C)C(=O)C[n+]1ccc(C(N)=O)cc1 | 1.2
CCn1nnc(-c2ccccc2NS(=O)(=O)c2ccc(S(=O)(=O)N3CCCCCC3)cc2)n1 | 1.8
O=C(NCCCNC(=O)c1cnccn1)c1ccc(Cl)cc1 | 2.4

Screens deposited in PubChem by several laboratories.
